Compound activity (PubChem)
ERa SRC1 pot – ER-alpha (human) coactivator binding potentiation. TR-FRET ERalpha-LBD/SRC-Cy5 coactivator binding, 2 h; 100 = basal binding, no effect. coactivator binding (% of control), % at 25.6 µM. actives 1.3% (n = 86,000); in the data active = activity above about 200%;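 also: binding measured in presence of low estradiol as agonist stimulus; 0% = peptide alone without receptor and 100% = receptor with peptide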
ERb coact inh – blocks coactivator binding to human estrogen receptor beta. actives 1.3% (n = 86,000). AID 633. TR-FRET ER-beta LBD / SRC1-Cy5 peptide binding; receptor agonist-loaded with 1 µM estradiol. Q92731. inhibition, % at 25.6 µM;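 active = compounds whose percent inhibition of the receptor-coactivator binding signal exceeds about 50% in the single-dose screen, limit read from the data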;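 also: 0% = receptor plus peptide wells without compound and 100% = peptide-only wells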
HIV Rev-RRE inh – HIV Rev-RRE protein-RNA interaction inhibition; P05866; inhibition, % at 8 µM; actives 0.79% (n = 97,000); Rev peptide-RRE RNA binding, FRET; AID 704;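 active = inhibition above the screen-wide mean plus 3 SD, cut at about 35% in these data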;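 also: 0% = median DMSO wells and 100% = median Neomycin B control wells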
Target sequence (P05866 whole entry, looked up): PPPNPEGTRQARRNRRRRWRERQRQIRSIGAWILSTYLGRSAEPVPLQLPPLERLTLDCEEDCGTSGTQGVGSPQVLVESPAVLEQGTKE
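Probe or stimulus: fluorescein-Rev peptide as binding partner; assay system: Cy5-tagged RRE RNA duplex with fluorescein-tagged Rev peptide; timing: 5 min compound–RNA preincubation, then 15 min with peptide, 25 °C; medium: HEPES pH 7.5 buffer with KCl, MgCl2, NaCl and EDTA; signal: fluorescein-to-Cy5 FRET, 480 nm excitation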
ERa coact inh – blocks coactivator binding to human estrogen receptor alpha; actives 1.7% (n = 86,000); AID 629; TR-FRET ER-alpha LBD / SRC-1 peptide, estradiol-bound; inhibition, % at 25.6 µM; in the data active = inhibition above about 50%;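 also: 0% = receptor plus peptide control and 100% = peptide only without receptor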
FAK inh – FAK (human) kinase inhibition; biochemical FAK kinase activity assay; actives 0.84% (n = 97,000); inhibition, %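 (tested at 7 µM)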; AID 727; Q05397; in the data active = inhibition above about 19%;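 also: 0% = DMSO and 100% = reference compound high control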
PLK1 inh – PLK1 (human) kinase inhibition; P53350; recombinant PLK1 kinase, TR-FRET peptide phosphorylation; inhibition, % at 10 µM; actives 0.53% (n = 97,000);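 active = inhibition of 50% or more in the single-concentration screen; inactive = inhibition below 50%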;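 also: 0% = DMSO max control and 100% = H-89 dihydrochloride min control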
CD11b adhes inh – inhibitors of human CD11b/CD18 binding to fibrinogen | P05107+P11215 | K562 CD11b/CD18 adhesion to fibrinogen, ATPlite luminescence; Mn2+ added to activate the integrin | inhibition, % at 10 µM | actives 0.54% (n = 93,000) | AID 1497;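 active = primary inhibition of 50% or more at 10 µM, then 40% or more on retest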; also: some results filed as inactive read as strong as hits
Target sequence (P05107 whole entry, looked up, other chains not shown): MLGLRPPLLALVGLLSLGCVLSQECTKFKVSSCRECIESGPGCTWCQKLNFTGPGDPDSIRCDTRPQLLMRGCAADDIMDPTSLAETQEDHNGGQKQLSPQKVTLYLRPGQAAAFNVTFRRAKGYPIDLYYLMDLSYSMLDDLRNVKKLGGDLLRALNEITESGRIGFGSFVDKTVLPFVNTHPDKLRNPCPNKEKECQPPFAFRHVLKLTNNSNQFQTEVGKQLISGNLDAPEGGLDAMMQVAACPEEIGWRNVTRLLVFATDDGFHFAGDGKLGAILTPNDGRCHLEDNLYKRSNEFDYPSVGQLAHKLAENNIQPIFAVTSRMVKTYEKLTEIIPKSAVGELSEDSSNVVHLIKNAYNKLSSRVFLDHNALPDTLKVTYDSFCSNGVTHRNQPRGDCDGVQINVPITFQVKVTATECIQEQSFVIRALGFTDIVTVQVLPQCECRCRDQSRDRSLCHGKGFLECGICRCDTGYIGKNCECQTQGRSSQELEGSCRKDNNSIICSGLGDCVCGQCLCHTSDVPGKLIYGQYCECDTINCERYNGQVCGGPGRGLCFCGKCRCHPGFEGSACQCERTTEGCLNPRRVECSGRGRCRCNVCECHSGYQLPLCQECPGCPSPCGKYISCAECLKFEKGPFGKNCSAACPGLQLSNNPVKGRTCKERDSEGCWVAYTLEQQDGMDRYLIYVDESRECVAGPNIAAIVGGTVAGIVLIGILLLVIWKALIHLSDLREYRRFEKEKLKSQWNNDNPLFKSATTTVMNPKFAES
PLK1 PBD inh – blocks phosphopeptide binding to human Plk1 polo box domain; inhibition, %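 (tested at about 20 µM)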; Plk1 PBD phosphopeptide binding, fluorescence polarization; actives 0.13% (n = 97,000); AID 693; P53350; in the data active = inhibition above about 34%, passing the limit was not always enough
CD11b adhes enh – CD11b/CD18-fibrinogen binding enhancement; P05107+P11215; K562 CD11b/CD18 adhesion to fibrinogen, ATPlite luminescence; activation, % at 10 µM; actives 0.07% (n = 93,000);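 active = 10 µM primary screen giving 50% or more activity, confirmed by 40% or more on retest at that dose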; also: strong numbers were not always called active; reference of the scale not given here
An asterisk follows results filed as active; / = no result given; [ ] = dose if it differs, or a comment.

SMILES	ERa SRC1 pot	ERb coact inh	HIV Rev-RRE inh	ERa coact inh	FAK inh	PLK1 inh	CD11b adhes inh	PLK1 PBD inh	CD11b adhes enh
Cc1nc(N(C)C)ncc1C(=O)O	95.8	19.6	3.4	17.3	-2.1	-6.3	/	-16.7	/
Cc1ccc(S(=O)(=O)N2c3ccccc3NC(=O)C2CC(=O)Nc2ccccc2)cc1 (stereo not drawn)	122.5	3.0	3.0	3.4	-4.3	-18.7	-1.2	-1.1	1.6
Cc1cccc(N2CCN(C(=O)c3cnn4c(C(F)F)cc(-c5ccccc5)nc34)CC2)c1C	133.3	14.0[fluorescence artefact?]	6.2	-0.6[fluorescence artefact?]	2.1	-7.4	1.4	-9.5	0.8
CCCC(=O)Nc1ccc(NC(=O)c2ccccc2Cl)nc1	96.3[fluorescence artefact?]	16.3[fluorescence artefact?]	2.6	-3.8[fluorescence artefact?]	2.4	-8.4	-7.5	-29.0	-2.6
COC(=O)c1cc(OC)c(OC)cc1NC(=S)N1CCC(C(N)=O)CC1	95.8	-1.2	6.0	-8.7	0.5	-7.5	3.1	-5.8	0.2
Nc1cccc(-c2nc3cc(S(=O)(=O)c4ccc5oc(-c6cccc(N)c6)nc5c4)ccc3o2)c1	/	/	-6.1	/	9.0	-8.8	/	20.8	/
Brc1ccc(-c2cn3cccnc3n2)cc1	109.3	6.6	4.8	-7.5	0.1	-5.6	-6.8	-5.5	-3.4
Cc1ccc(NC(=O)CSc2nnc(CCNC(=O)OC(C)(C)C)o2)c(C)c1	105.6	-4.8	5.5	-7.2	-1.1	-9.2	17.4	-15.2	-0.1
CCOC(=O)C1CCN(Cc2ccccc2C(F)(F)F)CC1	107.5	3.5	/	-8.8	/	/	8.8	/	0.2
CCCn1c(SCC(=O)c2ccc3c(c2)OCCO3)nnc1-c1ccco1	89.2	-10.9	3.5	-10.6	-2.1	-9.5	-14.0	-7.9	6.7
CCOC(=O)c1ccc(NC(=O)C2(c3ccc(OC)cc3)CCOCC2)cc1	104.6	-2.7	9.0	-3.2	-4.2	-6.5	/	3.8	/
CC(C)[C@H](NC(=O)NCCc1ccc(Cl)cc1)C(=O)O	127.9	-1.7[fluorescence artefact?]	4.3	-4.1	6.5	-18.6	2.5	13.0	3.2
O=S(=O)(c1ccc(Cl)cc1)N1CCN(C2CCN(Cc3ccccc3)CC2)CC1	97.6	1.9	-2.4	-7.4	2.2	-7.1	-12.2	-19.5	-4.0
COc1cc(C(=O)NCCOc2cc(C)cc(C)c2)c(Br)c(OC)c1OC	/	/	5.4	/	-1.6	-1.3	7.0	-11.7	1.2
CC(Sc1nnc(-c2cccs2)n1Cc1ccccc1)C(=O)NCc1ccc2c(c1)OCO2 (stereo not drawn)	100.0	-14.4	2.5	-9.8	0.4	3.1	-4.0	-10.2	-1.3
CCn1c(=N)n(CC(=O)c2cccc(OC)c2)c2ccccc21	95.4	5.3	/	4.3	/	/	2.6	/	1.9
O=C(c1ccco1)c1cn(CC(=O)N2CCCCC2)c2ccccc12	108.3[fluorescence artefact?]	-4.3	3.1	24.8	3.0	5.6	-3.7	6.0	-0.7
CCc1c(C)c(C#N)c2nc3ccccc3n2c1NCCN(C)C	116.0	-0.8	9.0	-0.8	1.7	-4.8	-43.3	-4.8	-3.5
CCSc1nc2ccccc2n1CC(N)=O	96.8	-20.2	5.2	8.7[fluorescence artefact?]	-1.0	-14.2	/	-2.0	/
Cc1cccc(/C=C2\CCC(=C3SCCCS3)C2=O)c1	/	/	6.7	/	11.3	-13.0	/	-3.1	/
C=CCn1c(SCC(=O)c2ccc(Br)cc2)nnc1C(C)NC(=O)Cc1ccc(OC)cc1 (stereo not drawn)	114.2	0.0	6.5	4.2	-1.1	-9.8	-14.1	24.8	7.2
COC(=O)C1=C(C)N(CC(C)C)C(=O)C1	95.2	-2.3	-1.3	-2.5	0.3	-7.5	7.6	0.4	-2.4
CN1CCN(c2ccc([N+](=O)[O-])cc2C(=O)N2CCOCC2)CC1	/	/	6.6	/	-4.6	-8.2	/	-11.3	/
Cc1cc(Oc2ccccc2)nc(OCC#N)n1	110.7	-8.9	6.8	16.1	5.7	-6.6	-12.1	9.2	7.1
COC(=O)c1ccc(CSc2nc3cc(Cl)ccc3s2)o1	94.6	-10.8	14.4	-1.1	2.6	-5.8	-4.6	10.4	17.8
CSC1=NCCN1C(=O)COc1ccc2ccccc2c1	107.2	-4.4	-1.8	0.1	0.6	-15.8	-1.2	-0.9	0.9
Cc1c(Cl)cccc1NC(=O)Cn1cccc1	105.8	-5.6	0.8	-6.7	-3.9	-10.1	-10.2	15.4	2.6
Cc1nn(Cc2c(F)c(F)c(F)c(F)c2F)c(C)c1NC(=O)c1c(-c2ccccc2)nn(-c2ccccc2)c1C	/	/	0.7	/	0.9	-2.6	/	-43.0	/
CCOc1ccc(C(C)=O)cc1CSc1nnc(-c2cccs2)n1CC1CCCO1 (stereo not drawn)	96.1	7.6[fluorescence artefact?]	2.8	15.2[fluorescence artefact?]	-4.8	-5.5	-12.3	14.9	-5.5
CCOC(=O)c1c(CN(CC)CC)oc2cc(Br)c(O)cc12	91.2	-10.2	7.5	7.2	1.2	-10.3	-1.1	-4.3	4.5
COCCCn1c(=O)c2ccccc2c2ccccc2c1=O	125.0[fluorescence artefact?]	-8.5	-3.6	1.4	-0.3	-10.3	/	-22.6	/
O=C(Nc1cc(C(F)(F)F)ccc1N1CCCC1)c1ccc2c(c1)OCO2	90.9[fluorescence artefact?]	4.8	6.1	11.7	-2.5	-12.5	-7.3	6.8	1.2
CCc1ccc(N2C(=O)/C(=C/c3cccs3)N(CC(=O)OC)C2=S)cc1	/	/	11.2	/	-0.7	-0.8	/	24.5	/
Cc1cc(NC(=O)CCSc2nc(-c3ccco3)cc(C(F)(F)F)n2)no1	116.6	0.3[fluorescence artefact?]	10.0	10.2[fluorescence artefact?]	0.5	-4.7	8.2	-11.1	7.3
CC(C)(C)c1ccc(-c2nc(C#N)c(NCc3ccncc3)o2)cc1	136.1[fluorescence artefact?]	-8.7	10.5	-11.3[fluorescence artefact?]	6.7	-8.9	16.9	-24.1	2.2
Cc1noc(C)c1COc1ccc(C(=O)OCC(=O)c2ccc3c(c2)OCCO3)cc1	142.0	6.1[fluorescence artefact?]	4.2	4.2[fluorescence artefact?]	1.1	-14.7	-10.8	9.5	-0.8
Cc1ccc(S(=O)(=O)NCC(=O)OC(C)C(=O)Nc2ncc(Cl)cc2Cl)cc1 (stereo not drawn)	94.2[fluorescence artefact?]	1.6	11.1	2.3	4.7	-2.1	/	-6.3	/
CCOC(=O)C(=O)Nc1ccc2c(c1)OCO2	92.1[fluorescence artefact?]	11.3	6.9	6.9	-1.9	17.0	1.0	-19.9	1.3
COc1ccccc1NC(=O)c1ccc(-c2ccccc2F)o1	110.1	-15.0[fluorescence artefact?]	8.8	-15.4	2.9	-11.5	0.5	8.4	1.6
CCOC(=O)N1CCN(C(=O)C2CCC(CNS(=O)(=O)c3ccc(Cl)cc3)CC2)CC1 (stereo not drawn)	115.6	3.2	1.3	-6.6	0.8	-7.3	/	2.0	/

Grouped by structure, the entries above containing a tert-butyl group (two)
SMILES	ERa SRC1 pot	ERb coact inh	HIV Rev-RRE inh	ERa coact inh	FAK inh	PLK1 inh	CD11b adhes inh	PLK1 PBD inh	CD11b adhes enh
Cc1ccc(NC(=O)CSc2nnc(CCNC(=O)OC(C)(C)C)o2)c(C)c1	105.6	-4.8	5.5	-7.2	-1.1	-9.2	17.4	-15.2	-0.1
CC(C)(C)c1ccc(-c2nc(C#N)c(NCc3ccncc3)o2)cc1	136.1[fluorescence artefact?]	-8.7	10.5	-11.3[fluorescence artefact?]	6.7	-8.9	16.9	-24.1	2.2

Additional compounds:
SMILES	ERa SRC1 pot	ERb coact inh	HIV Rev-RRE inh	ERa coact inh	FAK inh	PLK1 inh	CD11b adhes inh	PLK1 PBD inh	CD11b adhes enh
CC(C)NC(=O)NC(=O)COC(=O)c1ccc(NC(=O)CC#N)cc1	/	/	7.5	/	6.2	-16.3	-16.3	-6.7	-2.4
N#CCc1nnc2n1-c1ccccc1CCC2	91.2	-6.0	8.5	-2.8	-0.9	-4.1	2.9	-18.1	-3.5
Cc1c(Cl)cccc1NC(=O)CCCN1C(=O)CCC1=O	91.9	-10.0	2.7	-1.4	-0.3	-7.3	2.1	3.4	2.7
CN(C)c1ccnc2sc3c(=O)n(-c4ccc(Cl)cc4)cnc3c12	161.9	15.3	3.3	42.5[fluorescence artefact?]	-2.3	-10.2	/	3.4	/
C/C(N)=C(/C#N)C(=O)COC(=O)C1Cc2ccccc2CN1S(C)(=O)=O (stereo not drawn)	163.3[fluorescence artefact?]	36.6	0.1	35.8	4.8	-12.6	6.4	-5.9	-0.5
Cc1ccc(C(=O)NCCc2csc(-c3cccnc3)n2)cc1	109.7	-3.9	4.7	-6.4	0.2	-14.3	-12.1	-28.7	-0.7
Oc1cnc2ccccc2c1CN1CCOCC1	125.3	1.2	1.2	-4.4	-0.8	-11.0	/	4.1	/
COc1ccc(-c2nnn(CC(=O)N(CCO)C(C(=O)NC3CCCC3)c3ccc(F)cc3)n2)cc1 (stereo not drawn)	104.3	15.3	8.2	-3.1	1.2	-9.2	29.5	-14.1	-4.7
Cc1cccc(NC(=S)N2CCN(Cc3ccc4c(c3)OCO4)CC2)c1C	/	/	5.4	/	-6.8	-9.1	-13.8	9.7	-1.7
COc1cc(C(=O)Nc2oc(-c3ccccc3)c(-c3ccccc3)c2C#N)cc(OC)c1OC	120.6	3.4[fluorescence artefact?]	/	-3.1	/	/	82.6	/	-4.5
CCCC(=O)Nc1ccc(N2CCOCC2)cc1	83.9	21.7[fluorescence artefact?]	9.5	-7.5[fluorescence artefact?]	-1.3	0.9	-18.1	-5.6	-5.2
CS(=O)(=O)NCCSCc1c(Cl)cccc1Cl	107.1	-6.8	7.9	0.1	0.5	-4.6	-8.8	-6.2	-1.5
Cc1ccc(C)c(OCC(=O)Nc2nonc2NC(=O)COc2cc(C)ccc2C)c1	64.5	22.2[fluorescence artefact?]	-0.9	63.0*[fluorescence artefact?]	-0.4	-7.5	24.1	7.1	23.4
CCSc1nnc(NC(=O)CSc2nccn2-c2cccc(C)c2)s1	104.1	-2.1[fluorescence artefact?]	7.1	6.4	3.9	-5.6	/	-16.9	/
CCOC(=O)c1[nH]cnc1C(=O)Nc1ccccn1	117.4	-1.1	2.3	-4.4	1.2	-9.2	9.0	-2.1	0.2
Cc1cccc(NC(=S)NC2CC3CCCC(C2)N3Cc2cccs2)c1 (stereo not drawn)	/	/	-7.0	/	-3.0	-8.9	/	-17.2	/
CCSC1=C(C#N)C2(CCCC2)C(C#N)=C(N)N1	121.4	-2.1	2.5	-6.1	-5.6	-16.8	-3.4	32.4	2.1
CCCC(=O)Nc1nc2ccc(S(=O)(=O)N3CCCCC3)cc2s1	138.2	-13.2[fluorescence artefact?]	2.3	5.4	-2.1	-1.5	/	0.4	/
COc1ccc(C2C(C(=O)N3CCOCC3)=C(C)NC3=C2C(=O)CC(C)(C)C3)cc1O (stereo not drawn)	146.8	-1.2	1.0	-3.3	1.0	-5.9	2.8	2.3	1.2
COc1cc(OC)c(C#N)c(S(=O)(=O)Cc2ccccc2)c1	87.3	-0.1	9.0	3.0	5.9	-10.9	/	-19.2	/

A few values from the results shown:
In HIV Rev-RRE inh, COc1cc(OC)c(C#N)c(S(=O)(=O)Cc2ccccc2)c1 has the entry 9.0
In PLK1 inh, CCOC(=O)c1[nH]cnc1C(=O)Nc1ccccn1 has the entry -9.2
In ERb coact inh, CN(C)c1ccnc2sc3c(=O)n(-c4ccc(Cl)cc4)cnc3c12 has the entry 15.3
